Bioassay records as filed in PubChem BioAssay.
ABCB6 inh 2: ABCB6 transporter inhibitors, primary screen, K562-ABCB6 cells, flow cytometry, MLPCN library. fluorescence ratio to DMSO, % at 10 µM. K562-ABCB6 porphyrin accumulation, 1 h; hits give low values. actives 0.19% (n = 360,000). AID 602162, 2011. ATP-binding cassette sub-family B member 6 (Homo sapiens), Q9NP58;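 active = fluorescence ratio to DMSO below 75%, the collection mean minus 3 SD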;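 also: signal is porphyrin accumulated inside mitochondria; 100% equals median channel fluorescence of DMSO control wells; lower ratio means ABCB6 inhibition with less porphyrin fluorescence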
Exocytosis inh: LAMP-1 surface exposure blockers, TALL-104 cells – cell-based, flow cytometry, MLPCN library, primary screen; TALL-104 LAMP-1 surface exposure; cells stimulated with thapsigargin and PMA; inhibition, % at 10 µM; actives 0.66% (n = 360,000); AID 651702, 2012;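 active = inhibition above about 55%, limit read from the data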
iPSC survival up: enhancers of single-cell hiPSC survival, primary screen, ATPlite luminescence; survival enhancement, % at 20 µM; AID 602274, 2012; actives 0.044% (n = 360,000); 100% = ROCK inhibitor wells, 0% = DMSO; in the data active = survival enhancement above about 18%;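 also: cells exposed to compounds for 16 hours before the ATP read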
ABHD5-PLIN5 inh: ABHD5-PLIN5 interaction inhibitors, primary screen, cell lysate, split luciferase complementation, luminescence; Perilipin-5 (Homo sapiens) + 1-acylglycerol-3-phosphate O-acyltransferase ABHD5 (Homo …; Split G. princeps luciferase complementation, 4 h; inhibition, % at 4 µM; actives 0.78% (n = 360,000); AID 602281, 2012;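 active = inhibition above the mean inhibition across every tested compound plus 3 SD, cut at about 22% in these data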;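 also: 0% = DMSO only wells and the 100% control is not disclosed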
MC4R antagonist: MC4R antagonists of cAMP signaling, primary screen, cell-based, TR-FRET, antagonist arm of biased-ligand search; Melanocortin receptor 4 (Homo sapiens), P32245; MC4R-expressing cells, MTII-stimulated cAMP, LANCE TR-FRET; inhibition, % at 6.5 µM; actives 0.48% (n = 360,000); AID 540295, 2011;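 active = inhibition above its plate's cutoff, the mean of tested wells on that plate plus 3 SD, cut at about 29% in these data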;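 also: 0% = Melanotan II alone and 100% = Melanotan II plus saturating MCL0020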
Target sequence (P32245 whole entry, looked up): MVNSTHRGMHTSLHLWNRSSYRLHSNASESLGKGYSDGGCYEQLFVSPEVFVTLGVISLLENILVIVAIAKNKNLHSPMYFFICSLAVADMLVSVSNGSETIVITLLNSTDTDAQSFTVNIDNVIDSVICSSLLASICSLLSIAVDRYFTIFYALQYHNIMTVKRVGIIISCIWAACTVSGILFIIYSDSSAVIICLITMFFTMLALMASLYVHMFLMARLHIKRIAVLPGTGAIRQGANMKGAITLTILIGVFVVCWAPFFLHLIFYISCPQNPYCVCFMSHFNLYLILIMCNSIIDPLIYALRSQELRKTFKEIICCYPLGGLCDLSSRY
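Material – human MC4R-expressing U2OS cells · Repeats – no replicates · Detection – TR-FRET with Eu-cAMP and labeled anti-cAMP, 671 nm · Times – compound 30 min, challenge 1 h, detection 1 h · Compound – single nominal compound dose of 6.5 µM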
HTR2A ag: mouse Htr2a agonists via beta-arrestin recruitment, primary screen, cell-based, luminescence. 5-hydroxytryptamine receptor 2A (Mus musculus), P35363. AID 624169, 2012. activation, % at 7.6 µM. actives 0.66% (n = 360,000). CHO-K1 mHTR2A beta-arrestin complementation; percent of 30 µM serotonin response;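 active = activation above a run cutoff, the mean activation of all tested compounds plus 3 SD, cut at about 14% in these data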;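 also: 0% = plate median of compound wells and 100% = 30 µM serotonin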
Target sequence (P35363 whole entry, looked up): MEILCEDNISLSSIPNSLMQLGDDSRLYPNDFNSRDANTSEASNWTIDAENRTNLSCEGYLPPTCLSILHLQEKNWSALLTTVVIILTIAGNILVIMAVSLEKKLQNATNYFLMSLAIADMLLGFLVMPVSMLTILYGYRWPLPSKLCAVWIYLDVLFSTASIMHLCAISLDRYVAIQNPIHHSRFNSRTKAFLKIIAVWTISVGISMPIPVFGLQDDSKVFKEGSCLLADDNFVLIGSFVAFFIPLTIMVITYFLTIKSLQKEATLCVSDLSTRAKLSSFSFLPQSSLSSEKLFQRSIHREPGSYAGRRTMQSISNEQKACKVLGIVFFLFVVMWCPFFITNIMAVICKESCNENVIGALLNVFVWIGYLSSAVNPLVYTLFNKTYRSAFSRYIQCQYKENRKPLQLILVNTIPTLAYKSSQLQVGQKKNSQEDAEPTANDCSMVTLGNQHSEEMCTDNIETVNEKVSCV
Cardio protect: cardioprotection against H2O2-induced cell death, primary screen, uHTS, H9c2 cells, ATPLite luminescence. H9c2 cardiomyocytes, H2O2 injury protection, 2 h. protection from H2O2 cell death, % at 20 µM. actives 0.63% (n = 360,000);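 active = compounds giving at least 50% protection of heart cells from peroxide-induced death in the single-dose screen, raw or plate-pattern-corrected value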;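 also: 0% = DMSO wells with peroxide and 100% = DMSO wells without peroxide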
MC4R barr agon: MC4R agonists recruiting beta-arrestin, primary screen, cell-based, luminescence, agonist arm of biased-ligand search; U2OS MC4R beta-arrestin complementation; percent of melanotan II response, DMSO zero; activation, % at 8.9 µM; actives 0.98% (n = 360,000); AID 540308, 2011;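 active = activation above a per-plate cutoff, the mean activation of sample wells on that plate plus 3 SD, cut at about 8% in these data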
Glyco luc inh: increase of ERlucT glycosylation luciferase signal, primary screen, N-linked glycosylation inhibitor project, D54 ERlucT cells, luminescence, set 2 | AID 588692, 2011 | reporter increase, % at 12.5 µM | actives 0.23% (n = 360,000) | D54 ERlucT glycosylation luciferase reporter, 24 h; percent of 100 nM tunicamycin response;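 active = mean luciferase reporter signal, scaled so untreated is 0 and the glycosylation-blocking control 100, at or above a set limit in every replicate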;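 also: luciferase carries N-glycosylation sites so blocking glycosylation raises the light; 0% = median of neutral control wells and 100% = median of 100 nM tunicamycin wells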
aDG glyco act: activators of alpha-DG glycosylation, primary screen, uHTS, Pro5-aDG cells, AlphaScreen. alpha-DG glycosylation AlphaScreen (IIH6); 0% Pro5, 100% B10-LARGE cell signal. AID 624168, 2012. actives 0.22% (n = 360,000). activation, % at 10 µM;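 active = activation of at least 8% versus controls, or a plate z-score of at least 8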;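 also: Pro5 are CHO cells carrying HIG-tagged alpha-DG that lacks glycosylation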
Active calls of the source: *. Rows were taken by chance (roughly 4.5% active in at least one column).

Results for Cc1ccc(CNC(=O)C2CN(S(C)(=O)=O)c3cc(Cl)ccc3O2)cc1 (stereo not drawn) ?
ABCB6 inh 2: 100; Exocytosis inh: 8; iPSC survival up: -0.9; ABHD5-PLIN5 inh: -2; MC4R antagonist: 7; HTR2A ag: -3; Cardio protect: -2; MC4R barr agon: -1.5; Glyco luc inh: -1; aDG glyco act: 0.0

Results for N#CC1=C(SCc2ccccc2)NC2=C(C(=O)CCC2)C1c1ccc2c(c1)OCO2 (stereo not drawn) ?
ABCB6 inh 2: 154; Exocytosis inh: 0; iPSC survival up: -2.6; ABHD5-PLIN5 inh: 0; MC4R antagonist: 15; HTR2A ag: -2; Cardio protect: 13; MC4R barr agon: 1.0; Glyco luc inh: -10; aDG glyco act: -0.1

Results for COc1ccc(NC(=O)c2cc3nc(-c4ccccc4)cc(-c4ccccc4)n3n2)c(OC)c1 ?
ABCB6 inh 2: 86; Exocytosis inh: -2; iPSC survival up: 4.4; ABHD5-PLIN5 inh: 1; MC4R antagonist: 6; HTR2A ag: -2; Cardio protect: 30; MC4R barr agon: 0.4; Glyco luc inh: -1; aDG glyco act: -0.3

Results for CC(=O)Cc1nsc(NC(=O)c2ccc(-c3cccc(C(F)(F)F)c3)o2)n1 ?
ABCB6 inh 2: 97; Exocytosis inh: 0; iPSC survival up: 0.0; ABHD5-PLIN5 inh: -8; MC4R antagonist: 2; HTR2A ag: 1; Cardio protect: -4; MC4R barr agon: -2.3; aDG glyco act: 0.0

What do the screens show for `CN(C)S(=O)(=O)c1cccc(NC(=S)Nc2cc(Cl)cc(Cl)c2)c1`?
ABCB6 inh 2: 98; Exocytosis inh: -3; iPSC survival up: 3.2; ABHD5-PLIN5 inh: -14; MC4R antagonist: 20; HTR2A ag: -3; Cardio protect: -16; MC4R barr agon: 0.5; Glyco luc inh: -2; aDG glyco act: -0.2

Results for CCOC(=O)C1(CC2CCCCO2)CCN(C(=O)Nc2ccccc2)CC1 (stereo not drawn) ?
ABCB6 inh 2: 106; Exocytosis inh: -1; iPSC survival up: 1.0; ABHD5-PLIN5 inh: -5; MC4R antagonist: 9; HTR2A ag: 3; Cardio protect: -4; MC4R barr agon: 2.3; Glyco luc inh: 2; aDG glyco act: 0.3

What do the screens show for `CC(=O)N1CCCc2cc(S(=O)(=O)Nc3ccc4c(c3)OCO4)ccc21`?
ABCB6 inh 2: 103; Exocytosis inh: -4; iPSC survival up: -0.4; ABHD5-PLIN5 inh: -5; MC4R antagonist: 2; HTR2A ag: -1; Cardio protect: -4; MC4R barr agon: 0.8; Glyco luc inh: 1; aDG glyco act: -0.1

How did CSc1ccc(/C=N/n2c(C)nnc2C)cc1 do in these assays?
ABCB6 inh 2: 95; Exocytosis inh: 0; iPSC survival up: -0.7; ABHD5-PLIN5 inh: -1; MC4R antagonist: -3; HTR2A ag: 13; Cardio protect: 2; MC4R barr agon: -0.6; Glyco luc inh: 2; aDG glyco act: 0.1

How did Cc1c(Cl)c(-c2n[nH]c(=S)n2-c2ccccc2)nn1C do in these assays?
ABCB6 inh 2: 99; Exocytosis inh: 4; iPSC survival up: -0.4; ABHD5-PLIN5 inh: -2; MC4R antagonist: 7; HTR2A ag: 7; Cardio protect: 5; MC4R barr agon: 2.6; Glyco luc inh: 0; aDG glyco act: -0.2

What do the screens show for `COc1ccc(OC)c2c1sc(=NC(=O)C(C)C)n2C`?
ABCB6 inh 2: 98; Exocytosis inh: 8; iPSC survival up: 0.8; ABHD5-PLIN5 inh: -2; MC4R antagonist: -8; HTR2A ag: 3; Cardio protect: -14; MC4R barr agon: 3.1; Glyco luc inh: 4; aDG glyco act: 0.0

What do the screens show for `Cc1cc(/C=C(\C#N)C(=O)O)c(C)n1C1CC1`?
ABCB6 inh 2: 90; Exocytosis inh: 2; iPSC survival up: -0.2; ABHD5-PLIN5 inh: -4; MC4R antagonist: -1; HTR2A ag: 0; Cardio protect: -6; MC4R barr agon: 0.7; Glyco luc inh: 3; aDG glyco act: 0.0

How did O=c1cc(O)c(-c2cccc(Cl)c2)c(Cl)[nH]1 do in these assays?
ABCB6 inh 2: 88; Exocytosis inh: 0; iPSC survival up: -2.4; ABHD5-PLIN5 inh: -10; MC4R antagonist: -4; HTR2A ag: -2; Cardio protect: 7; MC4R barr agon: -2.4; Glyco luc inh: 0; aDG glyco act: 0.0

Results for COc1cccc(-n2nc(-c3ccnn3-c3cccc(Cl)c3)c(=O)n(C)c2=O)c1 ?
ABCB6 inh 2: 96; Exocytosis inh: -2; iPSC survival up: -0.6; ABHD5-PLIN5 inh: 3; MC4R antagonist: 21; HTR2A ag: 0; Cardio protect: 6; MC4R barr agon: 1.1; Glyco luc inh: -1; aDG glyco act: 0.2

Results for CCOc1cccc(C(=O)N2CCCCC2c2cccnc2)c1 (stereo not drawn) ?
ABCB6 inh 2: 95; Exocytosis inh: -2; iPSC survival up: -2.4; ABHD5-PLIN5 inh: -4; MC4R antagonist: -1; HTR2A ag: -1; Cardio protect: -3; MC4R barr agon: -2.6; Glyco luc inh: 0; aDG glyco act: -0.2

What do the screens show for `CCOC(=O)Nc1c(Cl)n(C)c(=O)n(C)c1=O`?
ABCB6 inh 2: 99; Exocytosis inh: 5; iPSC survival up: 0.2; ABHD5-PLIN5 inh: -2; MC4R antagonist: 4; HTR2A ag: 9; Cardio protect: 10; MC4R barr agon: -2.6; Glyco luc inh: 0; aDG glyco act: 0.3

What do the screens show for `C/C(=N\NC(=O)CCCNc1ccc(C)cc1)c1ccccn1`?
ABCB6 inh 2: 94; Exocytosis inh: 10; iPSC survival up: -0.6; ABHD5-PLIN5 inh: 2; MC4R antagonist: 3; HTR2A ag: -3; Cardio protect: 58*; MC4R barr agon: -0.1; Glyco luc inh: 0; aDG glyco act: 0.4

Results for CSc1ccccc1C(=O)OCC(=O)Nc1c(C)n(C)n(-c2ccccc2)c1=O ?
ABCB6 inh 2: 95; Exocytosis inh: 7; iPSC survival up: -2.0; ABHD5-PLIN5 inh: 10; MC4R antagonist: 6; HTR2A ag: 2; Cardio protect: -4; MC4R barr agon: 0.4; Glyco luc inh: -2; aDG glyco act: -0.1

What do the screens show for `Cc1cccc(NC(=O)c2ccc(S(=O)(=O)N3CC(C)OC(C)C3)cc2)n1` (stereo not drawn)?
ABCB6 inh 2: 95; Exocytosis inh: 7; iPSC survival up: 1.6; ABHD5-PLIN5 inh: 1; MC4R antagonist: 0; HTR2A ag: -7; Cardio protect: -15; MC4R barr agon: -2.1; Glyco luc inh: 0; aDG glyco act: 0.3

Results for N#Cc1ccc(C(c2nnnn2Cc2ccccc2)N2CCCC2)cc1 (stereo not drawn) ?
ABCB6 inh 2: 101; Exocytosis inh: -3; iPSC survival up: -1.3; ABHD5-PLIN5 inh: 4; MC4R antagonist: 7; HTR2A ag: -1; Cardio protect: -2; MC4R barr agon: -2.2; Glyco luc inh: 0; aDG glyco act: 0.0

How did Nc1nc(CCl)nc(Nc2ccc3ccccc3c2)n1 do in these assays?
ABCB6 inh 2: 96; Exocytosis inh: 40; iPSC survival up: -0.1; ABHD5-PLIN5 inh: 11; MC4R antagonist: 14; HTR2A ag: 7; Cardio protect: 2; MC4R barr agon: 15*; Glyco luc inh: 5; aDG glyco act: -0.3

3 compounds already listed, sorted by molar mass, descending.
Results for Cc1ccc(CNC(=O)C2CN(S(C)(=O)=O)c3cc(Cl)ccc3O2)cc1 (stereo not drawn) ?
ABCB6 inh 2: 100; Exocytosis inh: 8; iPSC survival up: -0.9; ABHD5-PLIN5 inh: -2; MC4R antagonist: 7; HTR2A ag: -3; Cardio protect: -2; MC4R barr agon: -1.5; Glyco luc inh: -1; aDG glyco act: 0.0

Results for CCOC(=O)C1(CC2CCCCO2)CCN(C(=O)Nc2ccccc2)CC1 (stereo not drawn) ?
ABCB6 inh 2: 106; Exocytosis inh: -1; iPSC survival up: 1.0; ABHD5-PLIN5 inh: -5; MC4R antagonist: 9; HTR2A ag: 3; Cardio protect: -4; MC4R barr agon: 2.3; Glyco luc inh: 2; aDG glyco act: 0.3

What do the screens show for `C/C(=N\NC(=O)CCCNc1ccc(C)cc1)c1ccccn1`?
ABCB6 inh 2: 94; Exocytosis inh: 10; iPSC survival up: -0.6; ABHD5-PLIN5 inh: 2; MC4R antagonist: 3; HTR2A ag: -3; Cardio protect: 58*; MC4R barr agon: -0.1; Glyco luc inh: 0; aDG glyco act: 0.4

(more compounds)
How did O=C(CSc1nnc(-c2ccncc2)s1)Nc1ccc(Cl)c(C(=O)O)c1 do in these assays?
ABCB6 inh 2: 95; Exocytosis inh: -6; iPSC survival up: 1.5; ABHD5-PLIN5 inh: 1; MC4R antagonist: 1; HTR2A ag: 6; Cardio protect: 0; MC4R barr agon: 1.1; Glyco luc inh: 1; aDG glyco act: 0.0

What do the screens show for `COc1cccc(OCC(=O)Nc2ccccc2-c2ccccc2)c1`?
ABCB6 inh 2: 100; Exocytosis inh: 2; iPSC survival up: -0.1; ABHD5-PLIN5 inh: -4; MC4R antagonist: -7; HTR2A ag: -6; Cardio protect: -4; MC4R barr agon: 1.6; Glyco luc inh: -7; aDG glyco act: 0.2

Results for Cc1ccc(CCNC(=O)CS(=O)Cc2nc(-c3ccccc3Cl)oc2C)cc1 (stereo not drawn) ?
ABCB6 inh 2: 97; Exocytosis inh: -2; iPSC survival up: 0.3; ABHD5-PLIN5 inh: -5; MC4R antagonist: 2; HTR2A ag: -4; Cardio protect: 1; MC4R barr agon: -3.0; Glyco luc inh: 2; aDG glyco act: 0.3

How did O=C(NC(Cc1c[nH]c2ccccc12)C(=O)O)c1ccc(F)cc1 (stereo not drawn) do in these assays?
ABCB6 inh 2: 100; Exocytosis inh: -1; iPSC survival up: -0.6; ABHD5-PLIN5 inh: -6; MC4R antagonist: 24; HTR2A ag: -2; Cardio protect: 10; MC4R barr agon: 2.1; Glyco luc inh: 0; aDG glyco act: -0.2

How did O=C(NCc1cccs1)C(=O)c1cn(CC(=O)N2CCCC2)c2ccccc12 do in these assays?
ABCB6 inh 2: 100; Exocytosis inh: -1; iPSC survival up: -0.5; ABHD5-PLIN5 inh: 1; MC4R antagonist: 8; HTR2A ag: -1; Cardio protect: 0; MC4R barr agon: -1.5; Glyco luc inh: -1; aDG glyco act: -0.1

Results for CN(C)NC1CC(=O)N(c2ccccc2)C1=O (stereo not drawn) ?
ABCB6 inh 2: 102; Exocytosis inh: 19; iPSC survival up: -1.2; ABHD5-PLIN5 inh: 15; MC4R antagonist: -3; HTR2A ag: 2; Cardio protect: 3; MC4R barr agon: 0.3; Glyco luc inh: 2; aDG glyco act: 0.7
